MCF10A rerep: A quantitative high throughput screen for small molecules that induce DNA re-replication in MCF 10a normal breast cells; AID 624296, 2012; MCF 10A DNA re-replication, Hoechst nuclear intensity, 48 h; hit rate 2.9% among 350,000; Potency, µM (top dose mostly 46.1 µM), for the others: at the highest dose activity, positive = re-replication, hits mostly activators; also: potency is read from the fitted curve at half-maximal effect; % of control where 0% means no effect; nearly all actives have a fitted effect of over 50% in size
S2 tox: Viability Counterscreen for Primary qHTS for Inhibitors of ATXN expression; Potency, µM (series often up to 56.7 µM), actives largely listed as cytotoxic; AID 651635, 2014; S2 cells (HEK-293 line with an ATXN2-luciferase reporter) viability, CellTiter-Fluor protease fluorescence, 24 h; hit rate 0.49% among 400,000; also: potency is read from the fitted curve at half-maximal effect; nearly all actives have a fitted effect of over 40% in size
HepG2 tox: qHTS for Inhibitors of TGF-b: Cytotox Counterscreen. HepG2 CAGA-GFP viability, ATP luminescence, 18 h. Potency, µM (series often up to 46.1 µM), for inactives: top-dose activity change, negative = cytotoxicity, hits mostly cytotoxic. hit rate 0.76% among 410,000. AID 588856, 2011; also: potency is read from the fitted curve at half-maximal effect; some results filed as inactive show a strong effect at the top dose
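CellTiter-Glo luminescence gave cytotoxicity after 18 hours at 37 degrees C. The cells were HepG2 CAGA-GFP in 1% FBS DMEM, stimulated with 500 pg/mL TGF-beta after compound addition. %Activity was normalised to no-cell wells (complete cell-killing) and DMSO (no toxicity), and curves were fitted and classified.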
IL-1B inflam inh: qHTS for Inhibitors of Inflammasome Signaling: IL-1-beta AlphaLISA Primary Screen; THP-1 LPS/ATP IL-1B secretion, AlphaLISA, 16 h; hits give low values; activity change, % at 57.5 µM; hit rate 4.7% among 360,000; in the data active = activity change below about -50%; inconclusive = mostly about -30% to -49%; also: % is scaled to controls: 0 for no effect and ±100 for the full control effect
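THP-1 cells pretreated 1 hr with compounds (up to 57.5 uM final), then stimulated with LPS (250 ng/mL final) plus ATP (1.25 mM final); secreted IL-1B measured by AlphaLISA after 16 hr, decreased signal indicating inhibition.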
HT1080NT lethal: qHTS for induction of synthetic lethality in tumor cells producing 2HG: qHTS for the HT-1080-NT fibrosarcoma cell line | HT-1080-NT fibrosarcoma viability, CellTiter-Glo ATP luminescence, 48 h | AID 686970, 2013 | hit rate 1.6% among 360,000 | Potency, µM (top dose mostly 46.1 µM), for inactives: top-dose activity, negative = less viability, most hits filed as cytotoxic;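 also: NT is the 2HG producing partner of a matched IDH1 knockdown line; potency is read from the fitted curve at half-maximal effect; 0% = DMSO-treated cells and -100% = media-only wells without cells; nearly all actives have a fitted effect of over 55% in size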
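Compounds were tested in concentration-response format on HT-1080-NT cells for 48 hours at 37 degrees C. Cell viability came from CellTiter-Glo luminescence; curves were classified by r2, response magnitude and activity.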
ATXN2 expr inh: Primary qHTS for Inhibitors of ATXN expression; HEK-293 ATXN2-luciferase reporter, luminescence, 24 h; Potency, µM (top dose mostly 57 µM), without a hit: at the top dose activity change, negative = inhibition, most hits filed as inhibitors; hit rate 0.72% among 360,000; AID 1745845, 2022; also: potency is read from the fitted curve at half-maximal effect; % is scaled to controls: 0 for no effect and ±100 for the full control effect; nearly all actives have a fitted effect of over 55% in size
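qHTS (up to 57 uM final) was run with 24 h compound exposure of reporter cells at 37 °C. Each well was multiplexed: SteadyGlo luminescence measured ATXN2-luciferase expression after a fluorogenic Gly-Phe-AFC viability readout (25 uM final).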
SW480 rerep: A quantitative high throughput screen for small molecules that induce DNA re-replication in SW480 colon adenocarcinoma cells. Potency, µM (top dose mostly 46.1 µM), for inactives: top-dose re-replication activation, most hits filed as activators. hit rate 1.8% among 340,000. SW480 DNA re-replication, Hoechst DNA content imaging, 48 h; also: potency is read from the fitted curve at half-maximal effect; % of control where 0% means no effect; nearly all actives have a fitted effect of over 55% in size
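Cells (250 per well) received 23 nL compound or DMSO by pin tool and were kept 48 hr at 37 C, 5% CO2. Nuclei were then stained with Hoechst for 40 min and scanned for DNA content.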
HT1080 IDH1KD tx: qHTS for induction of synthetic lethality in tumor cells producing 2HG: qHTS for the HT-1080-IDH1KD cell line; hit rate 2% among 360,000; HT-1080 IDH1 knockdown viability, ATP luminescence, 48 h; Potency, µM (series often up to 46.1 µM), without a hit: at the highest dose activity, negative = toxicity, usual class: cytotoxic;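 also: potency is read from the fitted curve at half-maximal effect; 0% = DMSO wells and -100% = cell-free medium wells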
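In this qHTS, HT-1080 cells depleted of IDH1 are exposed for 48 h at 37 °C to compound titrations. Toxicity is scored from CellTiter-Glo luminescence, with DMSO as full viability and medium alone as none.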
KB-3-1 tox: qHTS assay for MDR1-selective chemotherapeutics: Primary screen using the parental adenocarcinoma cell KB-3-1 | KB-3-1 viability, CellTiter-Glo ATP luminescence, 72 h | Potency, µM (top dose mostly 46.1 µM), without a hit: top-dose activity change, negative = cytotoxic, hits mostly cytotoxic | hit rate 1.4% among 400,000; also: potency is read from the fitted curve at half-maximal effect; % is scaled to controls: 0 for no effect and ±100 for the full control effect; nearly all actives have a fitted effect of over 60% in size
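Parental KB-3-1 adenocarcinoma cells in phenol-red-free DMEM with 10% FBS were pin-treated with compounds at several concentrations, incubated 72 h at 37 °C, and viability read by CellTiter-Glo luminescence; concentration-effect curves were fitted after normalization.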
Numbers without * were called inactive; i = inactive; ? = inconclusive; . = no result given; & = joins results of further samples; [ ] = remark or other dose. Unless noted, calls follow the shape of the dose curve; as a rule, active = well fitted curve in the direction sought with a large enough effect; inconclusive = small, poorly fitted or top-dose-only effect, or another doubt; inactive = no such curve, though single readings can be large; an effect the other way counts as inactive or inconclusive.

Second line of a record – S2 tox, IL-1B inflam inh, ATXN2 expr inh, HepG2 tox, SW480 rerep, MCF10A rerep, KB-3-1 tox, HT1080NT lethal, HT1080 IDH1KD tx
- Cc1ccc(S(=O)(=O)NCCC(=O)Nc2nnc(C)s2)cc1
    i, 21, 1%, 5%, -3%, -7%, 7%, 2%, -6%
- CCn1c(SCC(N)=O)nnc1-c1ccc2c(c1)OCO2
    i, -5, -6%[11.3 µM], -25%, -3%, 0%, 2%, 7%, 11%
- CCNC(=S)N1CCN(c2ccc([N+](=O)[O-])cc2)CC1
    i, -14, -15%, 1%, -6%, 3%, -13%, -8%, 0%
- CC(=O)OCC1=C(C(=O)O)N2C(=O)C(NC(=O)Cn3nc(C(F)F)c(Cl)c3C)C2SC1 (configuration not stated)
    ?, 13, -17%, 6%, -8%, ?, 13%, 17%, 15%
- O=C(CN1C(=O)COc2ccc(S(=O)(=O)N3CCCC3)cc21)Nc1cccc(F)c1
    ?, -7, ., -29%, 8%, -5%, 3%, 6%, 16%
- CCOC(=O)c1cnc2c(OC)cccc2c1N1CCN(c2ccccc2F)CC1
    ?, ., -4%, -88%, ., ., 18%, ., .
- Cc1c(Cl)cccc1Nc1nc(N)nc(CSc2ncccn2)n1
    i, -19, 61%[activator], -26%, ?, 18%, 2%, ?, ?
- COC(=O)c1c(C)[nH]c(C(=O)C(C)OC(=O)c2cc(C)oc2C)c1C (configuration not stated)
    i, 8, -22%, -11%, 0%, 0%, ., 10%, -23%
- Cc1cccc(C(=O)NCC(=O)OC(C)C(=O)Nc2ccc(Cl)cn2)c1 (configuration not stated)
    i, 14, 3%, 2%, ?, 3%, -4%, 10%, 7%
- Cc1cc[n+](CC(=O)c2cccc([N+](=O)[O-])c2)c2ccccc12
    ?, -2, ., -35%, -2%, 0%, -7%, -4%, -19%
- CCOC(=O)C1CCN(C(=O)c2ccc3c(=O)n4nc(Nc5ccccc5)sc4nc3c2)CC1
    i, -22, ., -57%&2%, ., ., -8%, -5%, -9%
- CCn1c(CSc2n[nH]c(N)n2)nc2cc(C(=O)O)ccc21
    i, 18, -8%, 12%, 3%, 0%, 11%, 5%, 13%
- COC(=O)c1ccc(COc2ccc(/C=N/Nc3nc(C)cc(=O)[nH]3)cc2)cc1
    i, -2, ., -19%, ?, -4%, -7%, 1%, 20%
- CCOC(=O)c1nn(-c2ccc(C)cc2)cc1C(=O)c1ccccc1
    ., -20, ., -2%, -20%, 6%, 12%, -8%, -8%
- COC(=O)c1[nH]c(C)c(/C(O)=C2\C(=O)C(=O)N(CCN(C)C)C2c2cc(OC)ccc2OC)c1C (configuration not stated)
    i, 35, 3%, 2%, -3%, 5%, 9%, 12%, 11%
- CCOC(=O)c1ccc(N2CC3=C(C2=O)C(c2ccc(OC)cc2)NC(=O)N3C)cc1 (configuration not stated)
    i, ., 11%, -3%, ., ., 0%, ., .
- CC(C)C(OC(=O)C1=Cc2ccccc2OC1)C(=O)NC1CCCC1 (configuration not stated)
    ?, -13, -21%, 7%, 1%, 2%, -18%, 3%, 2%
- Cn1c(=O)oc2cc(S(=O)(=O)CCC(=O)N3CCN(c4ccccc4F)CC3)ccc21
    i, 5, 1%&-2%, -3%&5%, -2%, -2%, 2%&-23%, 1%, 16%
- NC(CSCC(=O)O)C(=O)O (configuration not stated)
    i, ., -5%, ., 3%, -1%, ., ., .
- C=CCSC1=C(C#N)C(c2ccc(C(C)C)cc2)CC(=O)N1 (configuration not stated)
    i, 16, -15%, -28%, 2%, 7%, 3%, 2%, 1%

Next section.
Second line of a record – S2 tox, IL-1B inflam inh, ATXN2 expr inh, HepG2 tox, SW480 rerep, MCF10A rerep, KB-3-1 tox, HT1080NT lethal, HT1080 IDH1KD tx
- O=C(O)C1Cc2ccccc2CN1S(=O)(=O)c1ccc(Cl)cc1 (configuration not stated)
    i, -7, ?, 2%, -2%, -30%[inhibitor], -8%, -10%, -1%
- CCOc1cc2[nH]c(=O)n(CCCCC(=O)NC3CCCCCC3)c(=O)c2cc1OCC
    i, -5, 19%, 0%, -9%, -13%, 15%, 9%, 9%
- Cc1cc(Cl)ccc1OCC(=O)Nc1ccccc1CO
    i, -22, 28%, -33%, 1%[9.22 µM], 32%, -19%, -3%, -10%
- CN(C)C(=O)c1cccc(-c2cc(NC=O)c3ncc(-c4ccc(F)cc4)n3c2)c1
    i, 82, 0%, -15%, ., ., ?, ?, ?
- CCOc1c2ccc(C(=O)NCc3ccc(OC(F)(F)F)cc3)cc2nn1C
    i, -21, 5%, -14%, -16%, 0%, 14%, 10%, 13%
- COc1ccc(O)c(CN2CCN(CCCc3ccccc3)C(CCO)C2)c1 (configuration not stated)
    i, 25, 8%, -28%, -6%, 0.23µM*, -2%, -9%, 0%
- CCOC(=O)C1CCN(c2c(Nc3ccc(C)c(C)c3)c(=O)c2=O)CC1
    i, -1, -4%, 0%, -6%, -1%, -42%, 12%, 9%
- Cc1cccn2c(=O)c3cc(C(=O)NC4CCCCC4)c(=N)n(Cc4ccccc4)c3nc12
    i, -86*, -10%, 7%, 2.3µM*, 2.1µM*, ?, -4%, -18%
- CCCCOCCCNC(=O)COc1ccccc1
    i, 0, 18%, 3%, -1%, 0%, 17%, 0%, 4%
- CCOC(=O)N1CCC(N2C(=O)c3ccc(C(=O)Nc4ccc(OC)c(OC)c4)cc3C2=O)CC1
    i, 11, 10%, 6%, -2%, 2%, -10%, 16%, -1%
- O=C(N/N=C/c1ccc2c(c1)OCO2)c1cccnc1
    i, 6, 11%, -4%, -9%, -6%, 18%, -3%, -17%
- CCCCCCn1c(CN2CCCCC2)nc2c1c(=O)n(C)c(=O)n2C
    i, 30, -14%, 1%, -7%, 25%, 0%, 0%, 4%
- CCN(CC)C(=O)Cn1c(=O)n(Cc2ccc(F)cc2)c(=O)c2sccc21
    i, 4, -3%, -11%, -4%, -2%, 5%, -11%, -6%
- COc1cc(OC)cc(C(=O)Nc2ccc(N3CCN(C(=O)c4cccs4)CC3)cc2)c1
    i, -9, -21%, -23%, ?, 18µM*, 7.3µM*, ?, -20%
- CC(C)CC(=O)Nc1cccc(-c2nc3ncccc3o2)c1
    i, -12, 0%, 8%, 40%, -2%, -1%, 10%, -3%
- Cc1ccc(-c2noc(C3CCCN(C(=O)c4cccc(F)c4)C3)n2)cc1 (configuration not stated)
    ?, -5, ., -23%, -1%, 15%, -4%, -11%, -8%
- C=CCn1c(SCC(=O)c2c(N)n(C)c(=O)n(C)c2=O)nnc1-c1ccoc1C
    i, 4, -2%, -24%, -6%, -2%, -1%, 11%, 8%
- O=C(O)CC12CC3CC(C1)CC(n1ncc(NCc4ccc(F)cc4)c(Cl)c1=O)(C3)C2
    i, -16, ., -9%, -3%, 1%, -3%, 0%, -1%
- C=CCN1C=C(C(C)=O)C(=O)CC1
    i, 2, 10%, -2%, -8%[9.22 µM], ?, 4%, 18%, 0%
- CCOc1cc(/C=N/NC(=O)C(=O)NCc2ccc3c(c2)OCO3)ccc1OCC(=O)N1CCOCC1
    i, 10, 8%, 8%, 0%, 0%, 2%, 1%, 3%

Next section:
Second line of a record – S2 tox, IL-1B inflam inh, ATXN2 expr inh, HepG2 tox, SW480 rerep, MCF10A rerep, KB-3-1 tox, HT1080NT lethal, HT1080 IDH1KD tx
- CC(C)C(NS(=O)(=O)c1cccc2nsnc12)C(=O)NC1CCCCC1 (configuration not stated)
    i, 10, 11%, -2%, -8%, 12%, -2%, -1%, 6%
- COCc1cc(C)nc2sc3c(=O)n(-c4cccc5ccccc45)nnc3c12
    i, 24, -20%, 1%, -3%, 6%, 0%, ?, ?
- Cc1ccccc1NC(=O)c1ccc(OCc2c(C)noc2C)cc1
    ?, 35, -17%, -1%, ?, ?, ?, 0%, -1%
- COc1cc2[nH]c3c(N4CCN(c5ccc(Cl)cc5)CC4)ncnc3c2cc1OC
    ?, 22, -11%, -36%, ?, ?, 10%, ?, ?
- CC1Sc2ccc(S(=O)(=O)N(C)Cc3ccccc3)cc2NC1=O (configuration not stated)
    i, 16, -19%, -7%, 11%, 0%, -36%, -22%, -18%
- Cc1cc(=O)oc2c3c(cc(OCC(=O)N[C@@H](C)C(=O)O)c12)OC(C)(C)CC3
    i, -1, -1%, -3%, -6%, ?, -2%, -2%, -10%
- CCOc1ccc(NS(=O)(=O)c2ccc(N)cc2)cc1
    i, -1, 4%, -35%, 1%, 0%, 1%, 0%, -10%
- CCc1ccccc1NC(=O)c1nnn(CC(=O)Nc2c(C)cc(C)cc2C)c1N
    i, ., -15%, -6%, ., ., -4%, ., .
- C=CCN1CCC(=O)C(C(=O)OCC)=C1C(=O)OCC
    i, -1, 2%, -15%, -15%[9.22 µM], -3%, -1%, 13%, 0%
- CC(=O)N1CCN(C(=O)C2(NC(=O)Nc3ccc(C)cc3)CCCCC2)CC1
    i, -4, 1%, 9%, -14%, -13%, -2%, 6%, 1%
- CN(c1ccccc1)S(=O)(=O)c1ccc(C(=O)Nc2nnc(C3CC3)o2)cc1
    i, -6, ., -14%, 1%, -6%, 5%, -10%, 0%
- Cc1ccc(C(=O)NC2CCN(CC(=O)Nc3c(C)cc(C)cc3C)CC2)cc1
    i, 11, 0%, -5%, -2%, 12%, -8%, 10%, 1%
- CCn1c(=O)n(CC)c2cc(N3CCCC3)c(NC(=O)c3cccc(OC)c3)cc21
    ?, -4, ., -30%, -34%, ?, 2%, 6%, 3%
